Assay outcomes deposited in PubChem BioAssay by Sanford-Burnham Center for Chemical Genomics.
CHOP UPR activ: activators of apoptotic CHOP UPR arm, primary screen, cell-based, CHO-CHOP luciferase reporter, luminescence, uHTS; AID 449763, 2010; 330,000 tested, 0.34% active; activation, % at 10 µM; UPR activation; percent of tunicamycin response over DMSO baseline;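 active = at 10 µM dose, activation of 40% or more, normalized to positive control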;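 note: 100% = tunicamycin at 10 µg/mL and 0% = DMSO alone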
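Dosing – one dose, 10 µM in 0.5% DMSO · System – CHO-CHOP cells, stable luciferase reporter of PERK-eIF2a-CHOP signalling · Input – 500 cells/well · Control set – tunicamycin 10 µg/mL final as positive, DMSO-only wells as negative · Timing – 6 h compound treatment, 37 °C · Measure – % activation vs tunicamycin · Technique – luminescence read with Steady-Glo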
Mdm2 MdmX PPI: inhibitors of human Mdm2-MdmX association, primary screen, cell-based, luminescence, split luciferase, SaOS-2, uHTS | Protein Mdm4 (Homo sapiens) + E3 ubiquitin-protein ligase Mdm2 (Homo sapiens), … | SaOS-2 split-luciferase Mdm2/MdmX complementation | inhibition, % at 8 µM | 330,000 tested, 3% active;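 active = inhibition of at least 50% at 8 µM in the primary screen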
APJ agonist: agonists of human apelin receptor APJ, primary screen, CHO-K1 cells, PathHunter beta-arrestin, luminescence; P35414; 0% DMSO wells, 100% apelin; activation, % at 20 µM; 330,000 tested, 0.11% active;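 active = activation more than six SD over the plate average, tested at 20 µM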;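 note: 0% = DMSO alone and 100% = apelin-13 at 10 nM; some results filed as inactive read as strong as hits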
Target sequence (P35414 whole entry, looked up): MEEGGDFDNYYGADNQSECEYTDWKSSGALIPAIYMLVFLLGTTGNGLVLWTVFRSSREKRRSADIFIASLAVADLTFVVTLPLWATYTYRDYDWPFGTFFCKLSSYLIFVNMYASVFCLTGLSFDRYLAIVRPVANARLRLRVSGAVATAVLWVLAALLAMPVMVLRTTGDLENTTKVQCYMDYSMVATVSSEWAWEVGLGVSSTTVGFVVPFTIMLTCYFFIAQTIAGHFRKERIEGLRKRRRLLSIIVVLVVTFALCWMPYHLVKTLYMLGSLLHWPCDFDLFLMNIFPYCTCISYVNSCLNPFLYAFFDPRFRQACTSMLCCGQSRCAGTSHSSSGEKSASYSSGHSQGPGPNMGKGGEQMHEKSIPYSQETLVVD
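assay system = CHO-K1 APJ beta-arrestin complementation cell line | input = cell density 1000 per well | dosing = compound 20 µM once, DMSO 1% | timing = compound 90 min 25 °C, reagent 1 h | measured by = luminescence from split beta-galactosidase complementation, Galacton Star/Emerald II substrate | read-out basis = APJ agonist activity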
tim23-1 inh: growth inhibitors of tim23-1 mutant yeast, primary screen, luminescence, uHTS | S. cerevisiae tim23-1 growth, BacTiter-Glo luminescence, 24 h | inhibition, % at 20 µM | 330,000 tested, 1.3% active;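 active = growth inhibition of the mutant yeast at or above 50%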;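 note: temperature-sensitive mutant grown at 25 °C; plate controls were DMSO-treated mutant yeast for no effect and medium wells lacking yeast for full effect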
CXCR6 block: CXCR6 receptor inhibitors, primary screen, cell-based, beta-arrestin, luminescence, CHO-K1 PathHunter, 1536-well | C-X-C chemokine receptor type 6 (Homo sapiens), O00574 | inhibition, % at 20 µM | 360,000 tested, 0.36% active; in the data active = inhibition above about 34%, passing the limit was not always enough;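 note: antagonist mode with CXCL16 agonist at 10 nM final; 0% = 10 nM CXCL16 with DMSO and 100% = unstimulated wells without agonist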
Target sequence (O00574 whole entry, looked up): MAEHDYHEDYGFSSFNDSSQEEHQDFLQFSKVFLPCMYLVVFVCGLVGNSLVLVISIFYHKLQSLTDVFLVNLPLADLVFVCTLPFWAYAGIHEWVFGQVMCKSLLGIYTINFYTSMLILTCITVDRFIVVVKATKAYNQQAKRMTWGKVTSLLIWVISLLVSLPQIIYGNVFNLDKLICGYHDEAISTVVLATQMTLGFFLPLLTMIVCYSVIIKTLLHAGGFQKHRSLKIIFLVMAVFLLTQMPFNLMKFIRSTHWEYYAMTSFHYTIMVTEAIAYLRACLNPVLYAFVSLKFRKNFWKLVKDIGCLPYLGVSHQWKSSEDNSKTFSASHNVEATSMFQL
TIM10 inh: growth inhibitors of isogenic TIM10 control yeast, primary screen, counter-screen for tim10-1 yeast inhibitor project, luminescence, uHTS. S. cerevisiae TIM10 strain growth, BacTiter-Glo luminescence, 24 h. inhibition, % at 10 µM. 330,000 tested, 1.4% active;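 active = inhibition of 40% or more at the single tested concentration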;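 note: wild-type TIM10 isogenic control strain grown at permissive 25 °C; 0% = DMSO yeast wells and 100% = minimal medium wells without yeast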
APJ antag: antagonists of human apelin receptor APJ, primary screen, CHO-K1 cells, beta-arrestin complementation, luminescence | inhibition, % at 20 µM | 330,000 tested, 0.32% active;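 active = inhibition above about 40% at 20 µM, limit read from the data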;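 note: cells challenged with 10 nM apelin-13 agonist together with compound; plate controls were apelin-13 plus DMSO wells for no effect and DMSO wells lacking apelin-13 for full effect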
UPR XBP1 act: activators of adaptive XBP1 UPR arm, primary screen, cell-based, CHO-XBP1 luciferase reporter, luminescence, uHTS. IRE1-XBP1 UPR activation; percent of tunicamycin response, DMSO as zero. activation, % at 20 µM. 330,000 tested, 0.33% active;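 active = versus positive control, 20 µM dose yields 30% or more activation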;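 note: 100% = tunicamycin at 10 µg/mL and 0% = DMSO only wells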
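assay system = CHO-XBP1 luciferase reporter cells | amount = 1000 cells/well | buffer or medium = F12 plus 10% FBS | compound dosing = single point, 20 µM final compound, 1% DMSO | incubation = 16-18 h cell attachment at 37 °C, then 6 h compound exposure | detection = Steady-Glo luminescence read | controls = tunicamycin 10 µg/mL and vehicle-only wells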
tim10-1 inh: growth inhibitors of tim10-1 mutant yeast, primary screen, luminescence, uHTS; S. cerevisiae tim10-1 ts strain growth, BacTiter-Glo, 24 h; inhibition, % at 20 µM; 330,000 tested, 2.2% active; AID 463190, 2010;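 active = inhibition of at least 40%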;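 note: mutant grown at 25 °C; 0% = DMSO wells with yeast and 100% = wells holding no yeast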
An asterisk follows results filed as active; . = no result given. Only part of the results is shown, so the mix of outcomes need not match the whole.

SMILES | CHOP UPR activ | Mdm2 MdmX PPI | APJ agonist | tim23-1 inh | CXCR6 block | TIM10 inh | APJ antag | UPR XBP1 act | tim10-1 inh
COc1ccccc1N1CCN(c2nc3c(C)cccn3c(=O)c2C=O)CC1 | 3.3 | 9 | -3 | 38 | 1 | 38 | 1 | 4 | 26
O=C(CN1C(=O)NC2NC(=O)NC21)N/N=C/c1ccccc1F (configuration not stated) | 0.0 | 16 | -4 | 6 | . | 18 | 11 | 9 | 5
O=c1cc(CO)oc(C(Nc2cccc(C(F)(F)F)c2)c2ccccn2)c1O (configuration not stated) | -0.1 | -3 | 0 | -21 | -2 | 2 | -5 | -3 | -4
CC1(C)CC2(CCO1)OC(=O)CC2C(=O)NCCc1ccccc1 (configuration not stated) | -1.8 | 13 | -1 | 12 | 0 | -8 | 2 | 1 | 16
COc1ccccc1Oc1ccc(NC(=O)c2ccccc2C)cc1 | -0.5 | -28 | -1 | 8 | 11 | 4 | -4 | 3 | 17
O=[N+]([O-])c1ccc(-c2n(-c3ccccn3)c3ccccc3[n+]2-c2ccccn2)cc1 | -2.0 | 12 | -1 | 21 | 8 | -9 | -16 | -4 | 9
CC(=O)NC(CC(=O)N1CCN(C(C)=O)CC1)c1ccccc1 (configuration not stated) | 0.2 | 19 | -1 | -2 | 3 | -1 | -4 | 0 | -3
Cc1ccc(-c2cnc(NCc3cc4c(cc3[N+](=O)[O-])OCO4)n2C)cc1C | 0.2 | -13 | 6 | -24 | 5 | 1 | -32 | 2 | -41
Cc1csc(SCC(=O)c2c(N)n(C)c(=O)n(C)c2=O)n1 | 5.0 | 5 | -1 | -6 | -7 | -8 | 10 | -2 | 2
CN(C(=O)COC(=O)C1CCN(S(=O)(=O)c2cccs2)CC1)C1CCS(=O)(=O)C1 (configuration not stated) | -2.5 | -10 | -2 | 10 | 1 | -7 | 16 | -1 | 4
Cc1cc(-c2csc(NC(=O)c3cc4ccccc4o3)n2)c(C)n1C | 0.2 | 9 | -3 | -25 | 6 | -18 | 13 | 1 | 14
COc1cccc(C(=O)Nc2nnc(S(=O)(=O)N(C)c3ccccc3)s2)c1 | 0.0 | 15 | 2 | 16 | 8 | 7 | -23 | -2 | 19
CCOc1ccc(C(=O)CN2C(=O)NC3(CCCCCC3)C2=O)cc1 | 2.6 | -24 | 6 | 18 | -2 | 5 | -50 | 2 | 3
N#CC1=C(N)Oc2cc(O)ccc2C1c1cccnc1 (configuration not stated) | 1.1 | 2 | -7 | -11 | 12 | 2 | -2 | -1 | -5
Nc1c(C(=O)CSc2nnc(N3CCOCC3)n2-c2cccc(F)c2)c(=O)[nH]c(=O)n1C1CC1 | -0.3 | 25 | -4 | 8 | -12 | 4 | 20 | -2 | 6
O=C(/C=C/c1ccco1)NC1=NCCS1 | -0.3 | -59 | 1 | -5 | -6 | 2 | 4 | -3 | 7
COC(=O)c1cc(C(=O)OC)cc(N2C(=O)CC(NNC(=O)c3ccccc3Cl)C2=O)c1 (configuration not stated) | 2.6 | -4 | 2 | 19 | 4 | 4 | 0 | -1 | -6
CCOCc1c(C(=O)NC2CCCCCC2)oc2ccccc12 | -1.4 | 32 | -3 | 29 | -17 | -11 | 5 | 1 | -1
C[C@@H](CSc1ccccc1)CN1CC[C@H](NC(=O)OCc2ccccc2)CCC1=O | -1.4 | 16 | -4 | 26 | -2 | 23 | 7 | 7 | 31
COc1ccccc1N(C)S(=O)(=O)c1ccc(C(=O)NC(C)c2ccccc2)cc1 (configuration not stated) | -0.5 | -26 | -5 | 14 | 0 | -24 | -13 | -1 | 8
Nc1nc(-c2cccc(Br)c2)cs1 | 1.2 | 2 | -6 | 26 | -8 | 24 | 13 | 1 | 22
O=C(Cc1ccccc1)NNC(=O)c1cnccn1 | 0.0 | -5 | -3 | 2 | -6 | 8 | -3 | -1 | 17
O=C(Nc1ccccc1F)Nc1cccnc1Cl | 3.6 | -3 | 1 | 20 | 1 | 9 | -10 | 5 | 14
FC(F)(F)c1cccc(-c2nnc3ccc(C(F)(F)F)cn23)c1 | 0.7 | 10 | -3 | 10 | -13 | -9 | 8 | -1 | 17
Cc1nn(C)c(NC(=O)c2ccccc2Cl)c1Cl | 0.0 | 21 | -4 | 0 | -4 | 0 | 8 | -4 | 10

Ordered by number of heavy atoms (lowest first): some entries from above.
SMILES | CHOP UPR activ | Mdm2 MdmX PPI | APJ agonist | tim23-1 inh | CXCR6 block | TIM10 inh | APJ antag | UPR XBP1 act | tim10-1 inh
N#CC1=C(N)Oc2cc(O)ccc2C1c1cccnc1 (configuration not stated) | 1.1 | 2 | -7 | -11 | 12 | 2 | -2 | -1 | -5
CC(=O)NC(CC(=O)N1CCN(C(C)=O)CC1)c1ccccc1 (configuration not stated) | 0.2 | 19 | -1 | -2 | 3 | -1 | -4 | 0 | -3
COc1cccc(C(=O)Nc2nnc(S(=O)(=O)N(C)c3ccccc3)s2)c1 | 0.0 | 15 | 2 | 16 | 8 | 7 | -23 | -2 | 19

At a glance, three of the compounds above:
SMILES | CHOP UPR activ | Mdm2 MdmX PPI | APJ agonist | tim23-1 inh | CXCR6 block | TIM10 inh | APJ antag | UPR XBP1 act | tim10-1 inh
COc1ccccc1N1CCN(c2nc3c(C)cccn3c(=O)c2C=O)CC1 | 3.3 | 9 | -3 | 38 | 1 | 38 | 1 | 4 | 26
O=C(CN1C(=O)NC2NC(=O)NC21)N/N=C/c1ccccc1F (configuration not stated) | 0.0 | 16 | -4 | 6 | . | 18 | 11 | 9 | 5
O=c1cc(CO)oc(C(Nc2cccc(C(F)(F)F)c2)c2ccccn2)c1O (configuration not stated) | -0.1 | -3 | 0 | -21 | -2 | 2 | -5 | -3 | -4

Some values from the results shown.
Reading of O=C(Cc1ccccc1)NNC(=O)c1cnccn1 under tim10-1 inh: 17
Reading of Cc1cc(-c2csc(NC(=O)c3cc4ccccc4o3)n2)c(C)n1C under CXCR6 block: 6

Going on with the list.
SMILES | CHOP UPR activ | Mdm2 MdmX PPI | APJ agonist | tim23-1 inh | CXCR6 block | TIM10 inh | APJ antag | UPR XBP1 act | tim10-1 inh
Cc1cccc(N(CC(=O)NC2CC3CCC2C3)S(=O)(=O)c2ccccc2)c1 (configuration not stated) | 1.0 | -6 | -3 | 28 | 9 | 14 | 11 | -7 | 20
CCC(=NCc1ccccc1)c1c(C(F)(F)F)[nH]n(-c2nc3ccccc3s2)c1=O | 2.0 | 17 | -2 | 38 | 7 | 18 | 7 | -1 | 46*
CC(O)C(=O)NCCOCCOCCNC(=O)C(C)O (configuration not stated) | -0.9 | 9 | 3 | 12 | 2 | -9 | -13 | -2 | 10
COc1ccc(-c2cc(-c3cccnc3)c(C#N)c(N)n2)cc1 | 16 | 73* | 2 | -21 | -3 | -2 | 6 | 10 | 14
COc1ccccc1NC(=O)Cc1csc(NC(=S)Nc2ccccc2)n1 | -1.7 | 33 | -5 | 11 | 25 | 24 | 18 | -2 | 24
CCS(=O)(=O)c1nc(S(=O)(=O)c2ccc(C)cc2)c(N2CCN(CCO)CC2)s1 | 0.9 | -3 | -3 | -8 | 6 | 6 | -15 | -2 | -9
c1ccc(Cn2nnc3c(N4CCOCC4)ncnc32)cc1 | -0.1 | 13 | -3 | 0 | -3 | 7 | 15 | -3 | -4
Cc1cnc(C(=O)Nc2ccc(-n3cnnn3)cc2)cn1 | 3.6 | 13 | 1 | 17 | 1 | 16 | -30 | 1 | 21
CCCCNS(=O)(=O)c1ccc(OC)c(C)c1 | -0.3 | -10 | -2 | 12 | 0 | -3 | -15 | 1 | -1
CCN(CC)c1nc(-c2ccccc2)nc2ccccc12 | 0.0 | -12 | -4 | 51* | -14 | 32 | -7 | -3 | 27
COCCCNC(=S)NNC(=S)Nc1ccc(F)cc1F | 1.8 | -21 | -5 | 0 | 2 | -3 | 30 | 0 | -1
CN1CCC(=NNC(=O)CSc2ccc(Cl)cc2)CC1 | 0.5 | -12 | -3 | 5 | 8 | 2 | -4 | -4 | -3
Cc1ccc(SCCN2CCC(C)CCC2=O)cc1 (configuration not stated) | 7.2 | -53 | 10 | 25 | 1 | 6 | -49 | -1 | 18
CC[C@H](C)C(C(=O)N1CCN(C(=O)OC(C)(C)C)CC1)n1cc(C(CO)NC(=O)OC(C)(C)C)nn1 (some centres not stated) | -1.4 | 8 | 3 | -7 | -1 | -2 | -47 | -1 | 5
C/C(=N\N=C(N)N)c1ccc(Cl)cc1Cl | -2.3 | 28 | -2 | 10 | -10 | -26 | -45 | 1 | 1
CCCn1c(N)c(N(CCOC)C(=O)c2ccc(-c3ccc(Cl)cc3)o2)c(=O)[nH]c1=O | 1.7 | 13 | -1 | 8 | 5 | 8 | 0 | 0 | 5
CN1CC(=O)N/C1=N\C(=O)Nc1ccc(O)cc1 | -1.4 | 9 | 0 | 4 | 2 | 0 | 2 | -6 | 5
Cc1cccc(-c2nc3cc([N+](=O)[O-])ccc3o2)c1 | 3.2 | -102 | -2 | -8 | -3 | 6 | 0 | 4 | 16
CC(C)CCNC(=O)C1C2C=CC3(CN(Cc4ccccc4Cl)C(=O)C13)O2 (configuration not stated) | -1.3 | 20 | -3 | 9 | 1 | -8 | 19 | -1 | 3
CC1CCCN(C(=O)c2cc(S(=O)(=O)N3CCCCC3)c[nH]2)C1 (configuration not stated) | -0.7 | 33 | -2 | 15 | -2 | -3 | 17 | -1 | 6
CC(=O)OC1CC(n2ccc(NC(=O)c3ccccc3)nc2=O)OC1CO (configuration not stated) | -3.2 | 15 | -3 | -6 | -3 | -6 | 4 | 1 | 1
COc1ccccc1N1CCN(C(c2ccc(Cl)cc2)c2nnnn2C(C)(C)C)CC1 (configuration not stated) | 8.4 | 8 | 1 | 31 | 7 | 23 | -17 | -2 | 18
